# AT treatment = potential ataxia-telangiectasia treatments restoring KAP-1 phosphorylation; […] A-T fibroblasts, KAP-1 phosphorylation AlphaLISA; neocarzinostatin DNA damage 30 min before lysis; Potency, µM (series often up to 57.5 µM), for inactives: top-dose activation, usual class: activators; 320,000 tested, 0.19% active; further: potency means the concentration at half of the fitted maximal effect; % of control where 0% means no effect; nearly all actives have a fitted effect of over 45% in size
#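 ATM-like activity read as KAP-1 phosphorylation via AlphaLISA donor/acceptor antibody pairs after lysis and 6 hr at 25C. Cells were ATM-null patient fibroblasts ([…], hTERT), dosed 60 min, then exposed to the DSB inducer NCS for 30 min.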
# hERG WT inh = blocks the wildtype human KCNH2 potassium channel; Q12809; U2OS, BacMam KCNH2, thallium flux FluxOr; stronger effect = lower value; activity change, % at 1.84 µM; 340,000 tested, 0.37% active; AID 720551;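 active means maximum activity change below -70%; inconclusive means maximum activity change between -70% and -50%; inactive means maximum activity change above -50%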; further: on the % scale 0 is the no-effect control and ±100 the full control effect
#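 U2OS cells transduced with wild-type KCNH2 virus are loaded with FluxOr dye for 45 min, and thallium flux is measured in kinetic reads before and after stimulation buffer. Rate constants are normalized to DMSO controls.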
# GALK inh = inhibitors of human galactokinase; P51570; Purified GALK, Kinase-Glo residual ATP luminescence; Potency, µM (highest dose often 57.5 µM), for the others: at the highest dose activity change, negative = inhibition, actives largely listed as inhibitors; 270,000 tested, 0.007% active; AID 1868; further: potency means the concentration at half of the fitted maximal effect; on the % scale 0 is the no-effect control and ±100 the full control effect
#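 ATP-depletion format; final 35 uM ATP, 100 uM D-galactose, 5 nM enzyme; pH 8.0 HEPES/Mg2+ buffer; 60 min RT; luminescence read 10 min after detection reagent.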
# TCR activator = activators of T cell receptors | primary human leukocytes, anti-CD3, IL-2 HTRF, 48 h | Potency, µM (titrated, usually from 9.22 µM), inactives show at the highest dose activation of IL-2 secretion, hits mostly activators | 330,000 tested, under 10 active; further: % of control where 0% means no effect
#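 TCR engagement came from a-CD3 beads alone, with compounds added to primary human leukocytes for 48 hr. Secreted IL-2 bridged europium cryptate- and d2-labelled anti-IL-2 antibodies, giving FRET emission at 665nm after 320nm excitation.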
# TSHR antag = antagonists of human thyroid stimulating hormone receptor. P16473. TSHR-expressing cells, TSH-stimulated cAMP HTRF, 2 h; stronger effect = lower value. activity change, negative = inhibition, % at 11.5 µM. 330,000 tested, 0.2% active. AID 504810;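 active means activity change below a set negative limit, meaning inhibition stronger than a set level, cut at about -70% in these data; inconclusive means activity change between two set negative limits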; further: on the % scale 0 is the no-effect control and ±100 the full control effect
# Target sequence (P16473 whole entry, looked up): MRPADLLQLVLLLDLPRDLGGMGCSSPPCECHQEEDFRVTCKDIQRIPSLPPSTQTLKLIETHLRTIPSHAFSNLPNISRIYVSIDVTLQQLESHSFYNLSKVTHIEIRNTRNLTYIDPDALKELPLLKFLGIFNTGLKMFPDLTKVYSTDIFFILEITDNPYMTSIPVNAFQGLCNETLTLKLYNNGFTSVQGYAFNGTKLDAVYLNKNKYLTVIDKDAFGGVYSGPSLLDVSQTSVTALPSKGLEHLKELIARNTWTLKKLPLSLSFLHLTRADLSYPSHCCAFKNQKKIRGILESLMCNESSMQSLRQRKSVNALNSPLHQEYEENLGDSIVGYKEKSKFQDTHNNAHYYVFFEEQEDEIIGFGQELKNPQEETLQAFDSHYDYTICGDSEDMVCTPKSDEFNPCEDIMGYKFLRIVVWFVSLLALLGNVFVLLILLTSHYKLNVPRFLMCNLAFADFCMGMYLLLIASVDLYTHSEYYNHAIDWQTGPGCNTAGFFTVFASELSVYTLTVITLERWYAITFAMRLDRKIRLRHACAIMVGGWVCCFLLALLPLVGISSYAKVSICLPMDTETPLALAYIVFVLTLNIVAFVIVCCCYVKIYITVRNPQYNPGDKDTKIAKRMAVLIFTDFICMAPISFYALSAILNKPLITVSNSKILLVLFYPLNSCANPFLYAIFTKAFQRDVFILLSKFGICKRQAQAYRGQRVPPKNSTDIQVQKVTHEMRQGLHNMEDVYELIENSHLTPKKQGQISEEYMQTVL
#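 Read-out is FRET at 665 nm (cryptate excitation 337 nm) from a cryptate-tagged anti-cAMP antibody, competed by cell cAMP against cAMP-d2. Compounds are tested on freshly harvested TSHR cells challenged with 4nM TSH (EC80) for 2 hours at 37 deg C.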
# Giardia killer = Giardia lamblia killing | Giardia lamblia trophozoite viability | activity change, % at 7.66 µM, hits read low | 340,000 tested, 0.15% active; in the data active means activity change below about -80%; inconclusive means between about -30% and that limit;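 further: parasites exposed to compound for two days anaerobically before the ATP read; on the % scale 0 is the no-effect control and ±100 the full control effect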
#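 Anaerobic 48 hrs incubation at 37 deg C of 100 trophozoites/well with test compounds; ATPLite 1-Step luminescence, 15-30 min RT, reports cellular ATP as viability.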
# BCR signal inh = inhibitors of chronic active B-cell receptor signaling; ABC-DLBCL IkBa-CBG/CBR reporter, luminescence ratio, 4 h; Potency, µM (titrated, usually from 46.1 µM), without a hit: at the top dose ratio change, negative = lower green/red ratio, actives largely listed as inhibitors; 340,000 tested, 0.05% active; AID 493014; active means well fitted inhibition curve with a large enough effect in the signal ratio, with a control signal flat, not every such curve was filed as active; inconclusive means small, poorly fitted or top-dose-only effect, or effect the other way, or a change in a side signal; the % refers to the signal ratio;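 further: potency means the concentration at half of the fitted maximal effect; plate controls were basal doxycycline-induced cells for no effect and cells given 10 µM MG132 for full effect; MG132 reads +100%, hits lower the ratio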
#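 Concentration-response series (up to 46 uM) were applied to TMD8 dual-reporter cells for 4 h at 37C with doxycycline. Green/red ratio, after filter-overlap correction, defined %Activity; red signal alone was normalised to basal cells and zero luminescence.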
# Coupling enz = inhibits coupling enzyme system, counter-screen for aldolase hits; coupling enzyme system counterscreen, AmpLite Red fluorescence; activity change, negative = inhibition, % at 58.2 µM, hits read low; 290,000 tested, 0.67% active; in the data active means activity change below about -30%; further: on the % scale 0 is the no-effect control and ±100 the full control effect
#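 Final compound at 57.5 uM, incubated 10 min at RT with coupling enzyme reagent (glyceraldehyde-3-phosphate), then 20 min with substrate and AmpLite Red detection. Fluorescence read at 525/598 nm; tests interference with the coupling assay, not aldolase inhibition.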
# Tb PFK block = blocks T. brucei phosphofructokinase. T. brucei PFK, ADP-Glo luminescence. Potency, µM (top dose mostly 57.5 µM), without a hit: at the highest dose activity, negative = inhibition, hits mostly inhibitors. O15648. 330,000 tested, 0.17% active;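 further: potency means the concentration at half of the fitted maximal effect; 0% = uninhibited 1x PFK enzyme wells and -100% = no-enzyme wells; nearly all actives have a fitted effect of over 60% in size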
#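 Activity is normalized to no-enzyme wells (full inhibition) and 1.25 nM enzyme wells (no inhibition). Reaction: 0.5 mM F6P, 0.1 mM ATP, 45 min RT, ADP-Glo luminescence; concentration-response curves fitted and classed by quality.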
# MLL CXXC-DNA inh = MLL CXXC-DNA interaction inhibition; MLL-CXXC / FITC-HOXA9 DNA fluorescence polarization; Potency, µM (titrated, usually from 115 µM), inactives show at the highest dose activity change, negative = inhibition, usual class: inhibitors; 290,000 tested, 0.037% active; AID 2662; active means well fitted inhibition curve with a large enough effect in the polarisation, with a control signal flat, not every such curve was filed as active; inconclusive means small, poorly fitted or top-dose-only effect, or effect the other way, or a change in a side signal; inactive means no such curve, though single readings can be large or run the other way; the % refers to the polarisation; further: potency means the concentration at half of the fitted maximal effect
#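 Purified MLL-CXXC (added from a 7 uM solution) was preincubated 5 min at ambient with pinned compounds in 50 mM Tris-HCl pH 7.5, 50 mM NaCl, 1 mM DTT, 0.05% BSA. Fluorescein-labeled HOX-A9 DNA (50 nM solution) followed, 30 min, then polarization read.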
# * = called active by the depositor; ? = inconclusive; / = not tested or not shown; [ ] = remark or other dose. Unless noted, the call rests on the fitted dose curve; in most records, active means well fitted curve in the direction sought with a large enough effect; inconclusive means small, poorly fitted or top-dose-only effect, or another doubt; inactive means no such curve, though single readings can be large; an effect the other way counts as inactive or inconclusive.
1: Cc1ccc(S(=O)(=O)N2CCN(c3nc(C)nc4sc5c(c34)CCC(C)C5)CC2)cc1 (stereo not drawn)
2: c1ccc(-c2nc3ccccc3[nH]2)cc1
3: Cc1ccc2c(C)c(C(=O)N(Cc3ccncc3)CC3CCCO3)oc2c1C (stereo not drawn)
4: O=C(COc1ccc([N+](=O)[O-])cc1)Nc1ccc(C(=O)NCc2cccnc2)cc1
5: CCCCN(C(=O)c1ccc2c(c1)OCCO2)c1c(N)n(CCCC)c(=O)[nH]c1=O
6: COc1cc(NC(C)=O)ccc1NC(=O)c1cc2ccccc2o1
7: COc1ccccc1N1CCN(C(=S)NC(=O)/C=C/c2ccccc2)CC1
8: CC(OC(=O)c1cc2sccc2n1C)C(=O)NCc1ccco1 (stereo not drawn)

Assay by compound	1	2	3	4	5	6	7	8
AT treatment	8%	-4%	10%	4%	2%	1%	4%	-2%
hERG WT inh	/	-1	-3	-3	16	13	-1	-9
GALK inh	4%	/	10%	-3%	/	/	-1%	-2%
TCR activator	/	-7%	2%	-1%	1%	-2%	4%	-25%
TSHR antag	-3	3	3	6	-5	1	-10	-14
Giardia killer	/	-29	14	-10	0	-2	0	7
BCR signal inh	1%	?	0%	1%	5%	17%	7%	4%
Coupling enz	3	-3	/	-1	/	-2	0	5
Tb PFK block	1%	-8%	-2%	-16%	-6%	1%	0%	0%
MLL CXXC-DNA inh	11%	0%	14%	-4%	/	-2%	-24%	10%

9: CC/C(C)=N/NC(=S)NCc1ccco1
10: CCN(Cc1nc(-c2ccc(OC)c(OC)c2)no1)C(=O)c1ccoc1C
11: C(/CCc1ccccc1)=N\n1cnnc1
12: COC(=O)[C@@H](NC(=O)N1CCC(C)CC1)C(C)C
13: COc1cc(OC)cc(OC(=O)C2CCN(C(=O)c3ccc(Cl)cc3)CC2)c1
14: O=C(Nc1ccon1)Nc1cccc(Cl)c1Cl
15: O=c1c2ccccc2nc(SCc2nc3ccccc3s2)n1Cc1ccco1
16: CCN1CCN(c2cc3nc(C)n(Cc4ccccc4)c(=O)c3cc2NC(=O)c2ccccc2F)CC1

Assay by compound	9	10	11	12	13	14	15	16
AT treatment	-2%	9%	-4%	-5%	3%	0%	8%	0%
hERG WT inh	-6	1	1	12	1	3	3	-5
GALK inh	-1%	0%	-3%	1%	/	-6%	18%	8%
TCR activator	5%[46.1 µM]	-2%	-6%[46.1 µM]	-9%	-2%	-1%	/	/
TSHR antag	-7	-1	5	5	3	-8	-13	-5
Giardia killer	-9	-22	-3	-13	-9	-14	1	-8
BCR signal inh	?	?	5%	5%	3%	1%	3%	-8%
Coupling enz	1	1	0	-2	/	1	2	1
Tb PFK block	-1%	1%	-2%	-2%	0%	-6%	0%	4%
MLL CXXC-DNA inh	1%	3%	6%	-3%	/	0%	11%	8%

# Entries of single compounds as entered above:
# O=C(Nc1ccon1)Nc1cccc(Cl)c1Cl across the screens: AT treatment = 0%; hERG WT inh = 3; GALK inh = -6%; TCR activator = -1%; TSHR antag = -8; Giardia killer = -14; BCR signal inh = 1%; Coupling enz = 1; Tb PFK block = -6%; MLL CXXC-DNA inh = 0%
# CCN(Cc1nc(-c2ccc(OC)c(OC)c2)no1)C(=O)c1ccoc1C across the screens: AT treatment = 9%; hERG WT inh = 1; GALK inh = 0%; TCR activator = -2%; TSHR antag = -1; Giardia killer = -22; BCR signal inh = ?; Coupling enz = 1; Tb PFK block = 1%; MLL CXXC-DNA inh = 3%
# C(/CCc1ccccc1)=N\n1cnnc1 across the screens: AT treatment = -4%; hERG WT inh = 1; GALK inh = -3%; TCR activator = -6%[46.1 µM]; TSHR antag = 5; Giardia killer = -3; BCR signal inh = 5%; Coupling enz = 0; Tb PFK block = -2%; MLL CXXC-DNA inh = 6%

# (list continues)
17: COc1cc(/C=N/NC(=O)c2cccc3ccccc23)cc(OC)c1OC
18: Cc1ccc(O)c(Sc2cc(C)ccc2O)c1
19: Cc1nc(-c2ccc(C(=O)O)cc2)cs1
20: NS(=O)(=O)c1ccc(CCNC(=O)c2cc([N+](=O)[O-])ccc2N2CCOCC2)cc1
21: Cc1ccc(NC(=S)Nc2ccc(S(=O)(=O)Nc3ncccn3)cc2)cc1Cl
22: CCC1(C)Cc2c(sc3nc(SCC(=O)c4ccccc4)[nH]c(=O)c23)CO1 (stereo not drawn)
23: COc1ccc(S(=O)(=O)Nc2ccc3c(c2)CC(=O)N([C@H](C)CO)C[C@H](C)[C@H](CN(C)C(=O)Nc2ccc4c(c2)OCO4)O3)cc1
24: Cc1ccc2nc(CCl)[n+]([O-])c(-c3ccccc3)c2c1

Assay by compound	17	18	19	20	21	22	23	24
AT treatment	14%	0%	0%	4%	0%	-13%	10%	-10%
hERG WT inh	-4	-20	7	4	/	-38	7	-4
GALK inh	/	-3%	16%	/	2%	1%	/	-6%
TCR activator	1%	1%	0%	-12%	/	-16%	-1%	4%
TSHR antag	6	4	-3	-5	4	-8	-4	7
Giardia killer	-15	0	-1	9	/	8	-15	33[activator]
BCR signal inh	-6%	3%	1%	2%	4%	?	1%	-4%
Coupling enz	2	0	0	/	0	2	/	-4
Tb PFK block	0%	-2%	-8%	-2%	-2%	-4%	-14%	1%
MLL CXXC-DNA inh	9%	-1%	3%	/	-9%	-5%	/	27%

25: O=C(N/C(=C/c1cccnc1)C(=O)N1CCOCC1)c1ccccc1Cl
26: O=C1S/C(=C\c2ccc(O)c([N+](=O)[O-])c2)C(=O)N1c1ccccc1Cl
27: CCCNS(=O)(=O)c1ccc2c(c1)n(C)c(=O)n2C
28: CCOC(=O)c1c(NC(C)=O)sc(/C(C)=N/Nc2ccc(C(=O)O)cc2)c1C
29: CCn1c(SCC(=O)N2CCOCC2)nc2c([nH]c3ccccc32)c1=O
30: CCOCC(=O)Nc1nc2ccc(OCC)cc2s1
31: Cc1ccc(CSc2nnc(-c3cccnc3)o2)cc1
32: COc1cc(/C=C2/NC(=O)NC2=O)cc(Br)c1OCc1ccc(C(=O)O)cc1

Assay by compound	25	26	27	28	29	30	31	32
AT treatment	7%	5%	5%	-31%	0%	1%	0%	-6%
hERG WT inh	-1	20	1	7	-2	1	-15	4
GALK inh	0%	3%	0%	/	-3%	1%	3%	2%
TCR activator	1%	4%	-23%	8%	0%	1%	1%	-2%
TSHR antag	-5	?	-7	-8	-13	20	-11	-1
Giardia killer	8	?	15	-19	-18	-12	-4	31[activator]
BCR signal inh	2%	?	0%	/	5%	?	?	17%
Coupling enz	2	1	0	9	-4	4	1	12
Tb PFK block	4%	-8%	1%	-1%	0%	-7%	4%	-1%
MLL CXXC-DNA inh	1%	-2%	-3%	10%	19%	-1%	2%	?

33: O=C(CCn1nc(-c2ccccc2)c2ccccc2c1=O)NN1CCOCC1
34: COc1ccc(N(C(=O)c2ccco2)C(C(=O)NC2CCCC2)c2ccc(C)cc2)c(OC)c1 (stereo not drawn)
35: COC(=O)c1cc2ccsc2n1CC(=O)Nc1cc(Cl)ccc1OC
36: CCc1cc(=O)oc2c(CNCc3ccc(OC)cc3OC)c(O)c(Cl)cc12
37: CCC1CCCCN1C(=O)c1ccccc1OC1CCN(S(C)(=O)=O)CC1 (stereo not drawn)
38: Cc1cc(C)n(S(=O)(=O)Cc2ccccc2)n1
39: Nc1c(C(=O)Nc2ccccc2)sc2nc(-c3ccco3)ccc12
40: Cc1ccc(C(=O)OC(C)CN2C(C)CCCC2C)cc1 (stereo not drawn)
41: Cc1ccc(CNC(=O)Nc2ccc(F)cc2F)n1C
42: COC(C(=O)Nc1cccc([N+](=O)[O-])c1)c1ccccc1 (stereo not drawn)
43: CCCCn1c(SCC(=O)N2CCC(C)CC2)nc2ccsc2c1=O

Assay by compound	33	34	35	36	37	38	39	40	41	42	43
AT treatment	7%	-5%	-4%	27%	4%	4%	10%	15%	-7%	-4%	/
hERG WT inh	-3	-2	-4	8	-7	-3	8	11	4	12	9
GALK inh	-1%	-1%	-2%	/	1%	-2%	-1%	-3%	1%	-2%	3%
TCR activator	-4%	3%	-4%	-4%	10%	2%	-1%	-7%	-6%	-2%	-9%
TSHR antag	3	-8	-17	-10	-8	-6	-14	-4	-7	13	-10
Giardia killer	?	-10	-12	18	-2	7	-11	2	1	-16	-4
BCR signal inh	2%	5%	?	-1%	-1%	-1%	?	0%	-7%	1%	?
Coupling enz	0	-1	-1	0	-1	0	-5	2	1	-2	2
Tb PFK block	2%	0%	-3%	-2%	2%	0%	-7%	3%	0%	-2%	3%
MLL CXXC-DNA inh	4%	4%	5%	4%	5%	12%	-3%	24%	9%	-3%	1%

# From PubChem
